Screens as filed in PubChem.
TDP1 cell CPT: growth inhibition of DT40 Tdp1-/-;hTDP1 cells with camptothecin (screen for TDP1 inhibitors); chicken DT40 Tdp1-/-;hTDP1 cells + 20 nM CPT, ATP luminescence, 48 h; Potency, µM (titrated, usually from 46.2 µM), without a hit: at the top dose activity change, negative = growth inhibition, actives largely listed as inhibitors; actives 12% (n = 420,000); also: nearly all actives have a fitted effect of over 55% in size
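Chicken DT40 Tdp1-/- cells complemented with human TDP1, 400 cells/well, exposed to compounds plus 20 nM camptothecin for at least 48 h at 37 C; viability read as ATP content by CellTiter-Glo luminescence.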
DT40 TDP1 no CPT: qHTS for Inhibitors of human tyrosyl-DNA phosphodiesterase 1 (TDP1): qHTS in cells in absence of CPT | DT40 Tdp1-/- hTDP1 cells, no CPT, ATP luminescence, 48 h | Potency, µM (doses to about 46.2 µM), inactives show at the highest dose activity change, negative = growth inhibition, actives largely listed as inhibitors | actives 15% (n = 420,000); also: nearly all actives have a fitted effect of over 55% in size
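A cellular qHTS used chicken DT40 cells lacking endogenous Tdp1 but carrying stably transfected human TDP1. Compounds were applied without camptothecin, and cell growth kinetics were judged by ATP-dependent luminescence after ≥48 hr.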
KAT2A inh: GCN5L2 (KAT2A) acetyltransferase inhibition; AID 504327; Q92830; Potency, µM (series often up to 58.9 µM), without a hit: top-dose activity change, negative = inhibition, most hits filed as inhibitors; GCN5L2 HAT assay, ThioGlo1 CoA-SH fluorescence; actives 0.21% (n = 390,000)
Target sequence (Q92830 whole entry, looked up): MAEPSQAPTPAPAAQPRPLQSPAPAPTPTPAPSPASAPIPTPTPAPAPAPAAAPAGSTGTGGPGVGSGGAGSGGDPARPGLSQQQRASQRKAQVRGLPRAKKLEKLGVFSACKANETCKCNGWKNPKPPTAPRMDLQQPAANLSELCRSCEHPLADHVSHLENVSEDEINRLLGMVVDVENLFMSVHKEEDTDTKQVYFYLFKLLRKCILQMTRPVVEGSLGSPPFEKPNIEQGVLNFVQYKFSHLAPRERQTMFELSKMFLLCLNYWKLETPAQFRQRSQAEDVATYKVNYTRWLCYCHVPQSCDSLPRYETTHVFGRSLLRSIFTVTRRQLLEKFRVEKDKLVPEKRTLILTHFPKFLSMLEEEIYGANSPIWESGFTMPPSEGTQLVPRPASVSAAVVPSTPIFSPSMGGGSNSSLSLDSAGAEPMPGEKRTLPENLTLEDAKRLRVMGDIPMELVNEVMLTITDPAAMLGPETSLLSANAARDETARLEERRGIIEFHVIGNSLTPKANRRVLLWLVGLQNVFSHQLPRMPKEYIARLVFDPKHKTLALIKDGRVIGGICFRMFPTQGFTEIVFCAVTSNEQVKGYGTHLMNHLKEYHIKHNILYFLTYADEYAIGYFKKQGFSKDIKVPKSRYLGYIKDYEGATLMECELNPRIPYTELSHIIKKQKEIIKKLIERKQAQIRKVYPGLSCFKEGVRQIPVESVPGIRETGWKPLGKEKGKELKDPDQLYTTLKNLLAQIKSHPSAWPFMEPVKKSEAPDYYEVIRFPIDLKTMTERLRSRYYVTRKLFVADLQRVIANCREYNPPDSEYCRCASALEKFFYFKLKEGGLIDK
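ThioGlo1-coupled HAT assay: 20nM GCN5L2, 70uM acetyl-CoA, 75uM H3(1-25) peptide, pH 7.5. Fluorescence read at 340/540nm at start and after 20 min at room temperature.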
* marks the source's active call; other numbers are inactive results; ? = inconclusive; . = no result given; & = joins results of further samples. Calls follow the shape of the dose curve; as a rule, active = well fitted curve in the direction sought with a large enough effect; inconclusive = small, poorly fitted or top-dose-only effect, or another doubt; inactive = no such curve, though single readings can be large; an effect the other way counts as inactive or inconclusive. % is scaled to controls: 0 for no effect and ±100 for the full control effect; potency is read from the fitted curve at half-maximal effect.

cpd | SMILES | DT40 TDP1 no CPT | KAT2A inh | TDP1 cell CPT
1 | C=CCOc1ccccc1CN1CCC(n2nccc2NC(=O)c2ccccc2)CC1 | -11% | -6% | -19%
2 | Cc1ccc(-c2nnc(SCC(=O)NCC3CCCO3)n2C)cc1 (stereo not given) | -3% | 0% | -7%
3 | COc1ccc(N2CCN(C(=O)CNS(=O)(=O)c3ccc(C)cc3)CC2)cc1 | -21% | -5% | -1%
4 | Cn1c(SCC(=O)N2CCOCC2)nc(O)cc1=O | 1% | -3% | -15%
5 | CCN(CC)c1ccc(/C=C(\C#N)C(N)=S)cc1 | 6% | -4% | 3%
6 | O=C(CCc1nnc(CCCCc2ccccc2)o1)NC1CCCC1 | -6% | -8% | 3%
7 | COC(=O)c1ccc(CN2CCCC(CO)(Cc3ccc(F)cc3F)C2)cc1 (stereo not given) | ? | -3% | -14%
8 | Cc1oc(-c2ccccc2)nc1CNC(=O)Nc1ccccc1 | ? | -2% | -28%
9 | CCOCCCn1c(SCC(=O)Nc2ccc(CC)cc2)nc2ccccc2c1=O | 13µM* | -9% | 15µM*
10 | O=C(CNC(=O)c1cc(-c2ccccc2)nn1-c1ccccc1)Nc1ccccc1Br | ? | . | ?
11 | O=C(NCc1ccccc1Br)c1cccc2c1C(=O)c1ccc(N3CCC(Cc4ccccc4)CC3)cc1S2(=O)=O | ? | -2% | -27%
12 | O=C(/C=C1\SC(=O)N(CC(=O)Nc2ccc(Cl)cc2)C1=O)Nc1ccc(F)cc1 | ? | -3% | ?
13 | N#Cc1nc(COc2ccccc2F)oc1N1CCCCCC1 | ? | -23% | -25%
14 | CCCc1nc(NCc2ccc3c(c2)OCO3)c2nnn(Cc3ccccc3Cl)c2n1 | ? | -3% | ?
15 | COC(=O)c1sc2nc[nH]c(=O)c2c1C | -13% | -1% | -18%
16 | Cc1ccc(C)c(C(=O)N(C)CC(=O)Nc2ccccc2C(F)(F)F)c1 | -4% | 2% | 11%
17 | CCCCCCn1cc(CN(C)C2CN(Cc3cn(CCCCCC)nn3)S(=O)(=O)C2)nn1 (stereo not given) | ? | . | ?
18 | CCC(Oc1ccc(C)c(C)c1)C(=O)N1CCCN(C)CC1 (stereo not given) | -1% | -29% | 0%
19 | CCC(COC(C)=O)Nc1nc2c([nH]1)c(=O)n(C)c(=O)n2C (stereo not given) | -4% | -24% | -1%
20 | CCCCN(C(=O)/C=C/c1ccco1)c1c(N)n(Cc2ccccc2)c(=O)[nH]c1=O | -8% | -7% | 21%
21 | O=C(O)/C(=C\c1ccccc1Cl)c1ccc(S(=O)(=O)N2CCCCC2)s1 | -8% | -11% | -3%
22 | O=C(N/N=C/c1ccc(OC(=O)c2ccco2)cc1)c1ccccn1 | -2% | -6% | 8%
23 | COc1ccccc1C1C(C(=O)c2ccco2)=C(O)C(=O)N1c1cc(C)on1 (stereo not given) | ? | -26% | ?
24 | Cc1noc(C)c1C(=O)OCC(=O)Nc1ccccc1C(=O)NC(C)c1ccccc1 (stereo not given) | 21µM* | -1% | 29µM*
25 | O=C(c1ccc(S(=O)(=O)N2CCOCC2)cc1)N1CCN(c2cccc(Cl)c2)CC1 | -21% | -4% | ?
26 | COc1ccc(C2=NCC(CSc3nnc(-c4ccc5c(c4)OCO5)o3)S2)cc1 (stereo not given) | ? | -7% | ?
27 | O=C(NNC(=S)NCCCN1CCOCC1)c1ccncc1 | 4% | -3% | 3%
28 | O=C1COc2cc(O)ccc21 | ? | . | 3%
29 | Cc1ccc(OCC(=O)NCCNC(=O)COc2ccc(C)cc2)cc1 | ? | -2% | -13%
30 | O=C(Nc1cccc(/C=C/c2ccccn2)c1)c1cc(Cl)ccn1 | ? | -5% | ?
31 | CCOC(=O)c1c(C)oc2c1c(C=NCCC(=O)O)c(O)c1ccccc12 | -21% | -9% | -1%
32 | O=C(NCc1ccc(F)cc1)C(=O)NCC1OCCN1S(=O)(=O)c1cccs1 (stereo not given) | -10% | -3% | -16%
33 | Cc1ccc(C(=O)NCc2nnnn2-c2ccc(C)c(C)c2)cc1 | -8% | -2% | -3%
34 | CC(=O)c1sc(NC(=O)CSCc2c(C)noc2C)nc1-c1ccccc1 | ? | -6% | -25%
35 | Cc1cc(C)nc(N/N=C/c2cn[nH]c2-c2ccc(F)cc2)n1 | -22% | -1% | -15%
36 | COCCCNC(=O)Cn1ncc2c(=O)oc3ccccc3c21 | 1% | -4% | 10%

From no. 33 up to 36, as listed above:
cpd | SMILES | DT40 TDP1 no CPT | KAT2A inh | TDP1 cell CPT
33 | Cc1ccc(C(=O)NCc2nnnn2-c2ccc(C)c(C)c2)cc1 | -8% | -2% | -3%
34 | CC(=O)c1sc(NC(=O)CSCc2c(C)noc2C)nc1-c1ccccc1 | ? | -6% | -25%
35 | Cc1cc(C)nc(N/N=C/c2cn[nH]c2-c2ccc(F)cc2)n1 | -22% | -1% | -15%
36 | COCCCNC(=O)Cn1ncc2c(=O)oc3ccccc3c21 | 1% | -4% | 10%

The list continues:
cpd | SMILES | DT40 TDP1 no CPT | KAT2A inh | TDP1 cell CPT
37 | O=C(Nc1ccc(F)cc1)Nc1csc2ccccc12 | 23µM* | -9% | 23µM*
38 | O=C(Sc1ccc(Cl)cc1)c1cccc(Cn2cc(C(F)(F)F)ccc2=O)c1 | 16µM* | -5% | 18µM*
39 | COc1cc(CN2CCN(C(=O)CC(C)C)CC2)cc(OC)c1O | -27% | -9% | ?
40 | O=C(Cn1ccc(NC(=O)OCc2ccccc2)nc1=O)NCc1ccccn1 | 1% | -3% | -7%
41 | N#C/C(=C\c1cccc(O)c1)c1nc2ccccc2o1 | -17% | -10% | -7%
42 | Cc1ccc(NC(=O)CSc2nc3ccccc3c(=O)n2CCCN2CCCCC2)cc1Cl | 21µM* | -1% | 21µM*
43 | CCC(=O)c1ccc(OCC(=O)OCC(=O)NC2CCCCCC2)cc1 | -17% | -21% | -26%
44 | O=c1[nH]c2ccccc2cc1CN(CC1CCCO1)S(=O)(=O)c1ccccc1 (stereo not given) | -4% | -4% | 5%
45 | O=C(CN1CCS(=O)(=O)CC1)NNC(=O)C1CCCCC1 | 30% | -1% | 1%
46 | Cc1ccc(C(=O)COC(=O)C2C3C=CC(C3)C2C(=O)OCC(=O)c2ccc(C)c(C)c2)cc1C (stereo not given) | ? | 0.79µM* | ?
47 | Cc1cc(NS(=O)(=O)c2ccc(NC(=O)c3cc4c(=O)n5ccccc5nc4s3)cc2)nc(C)n1 | ? | -16% | -7%
48 | O=C(C[C@H]1C[C@H](C(=O)N2CCOCC2)[C@@]2(CCC3CCCC3)c3[nH]c4cc(-c5ccco5)ccc4c3CCN2C1=O)NCCN1CCOCC1 | ? | -1% | 23µM*

The last two compounds of the part above lead into the next.
cpd | SMILES | DT40 TDP1 no CPT | KAT2A inh | TDP1 cell CPT
47 | Cc1cc(NS(=O)(=O)c2ccc(NC(=O)c3cc4c(=O)n5ccccc5nc4s3)cc2)nc(C)n1 | ? | -16% | -7%
48 | O=C(C[C@H]1C[C@H](C(=O)N2CCOCC2)[C@@]2(CCC3CCCC3)c3[nH]c4cc(-c5ccco5)ccc4c3CCN2C1=O)NCCN1CCOCC1 | ? | -1% | 23µM*
49 | O=S(=O)(c1ccc(OCC(O)CN2CCN(c3ccccc3Cl)CC2)cc1)N1CCOCC1 (stereo not given) | ? | -11% | 15µM*
50 | O=C(COC(=O)CSc1ccc(F)cc1)NCC1CCCCC1 | ? | -2% | -43%
51 | O=C(CSc1nnc(Cn2c(=O)sc3ccccc32)n1-c1ccccc1)N1CCOCC1 | -10% | -15% | -1%
52 | O=C1N=C2SCCN2/C1=C\c1c(Cl)cccc1Cl | -12% | -13% | -6%
53 | CON/C=C(\C=Nc1ccc(Cl)cc1Cl)c1ncc(C(F)(F)F)cc1Cl | -12% | -18% | 0%
54 | O=C(Nc1cccc(C(F)(F)F)c1)c1cc2c(=O)c3ccccc3oc2nc1C(F)(F)F | 29µM* | -1% | ?
55 | CC(=O)NCc1ccc(S(=O)(=O)N/N=C/c2ccc(Br)cc2)cc1 | -7% | -1% | ?
56 | Cc1cc2c(cc3c(SCc4ccc(Cl)cc4)nncn32)o1 | ? | -6% | ?
57 | COc1cc(C2C(C(=O)c3ccc(C)o3)=C(O)C(=O)N2Cc2cccnc2)ccc1O (stereo not given) | -1% | -7%&-8% | 0%
58 | COC(=O)C(C(=O)OC)c1ncccc1[N+](=O)[O-] | 10% | -6% | -1%
59 | COc1ccc(C=C(C(=O)O)c2ccc(OC)cc2)cc1 | 7% | . | 10%
60 | CCOC(=O)CSc1nnnn1-c1cc(OC)c(Cl)cc1OC | -17% | -19% | -7%
61 | Cc1ccc(Nc2[nH]c(=O)c3ccccc3c2C(=O)c2ccccc2)cc1 | -13% | . | -4%
62 | CCO[C@@H]1OC(C(=O)NCc2nc3ccccc3[nH]2)=C[C@H](c2ccccc2)[C@H]1CCCO | ? | -3% | ?
63 | O=C1CCCN1Cc1ccccc1 | -7% | 2% | 0%
64 | CC1CCC(N2CC(=O)N(C3CCCC3)C(c3ccc(Cl)cc3)C2=O)CC1 (stereo not given) | 16µM* | 1% | ?
65 | Cc1cc2c(c(=O)n1CC1CCCO1)C(c1ccc3c(c1)OCO3)C(C#N)=C(N)O2 (stereo not given) | 1% | 0% | 3%
66 | Cc1noc(/C=C/c2ccco2)c1S(=O)(=O)N1CCC(C(=O)N(C)Cc2ccccc2)CC1 | -25% | -19% | ?
67 | CC(=O)N1CCc2cc(S(=O)(=O)NC(C(=O)Nc3ccc(C)cc3C)C(C)C)ccc21 (stereo not given) | ? | -13% | -4%
68 | Clc1ccc(OCCCn2cncn2)cc1Cl | -23% | -6% | -14%
69 | O=C(Nc1ccc2nc(SCCOc3ccccc3)sc2c1)c1ccc2c(c1)OCO2 | ? | -4% | ?
70 | Cc1cccc(C(=O)Nc2ccc(C(=O)/C=C/c3cccs3)cc2)c1 | 16µM* | -14% | 16µM*
71 | Cc1ccc(C2CCN(C(=O)c3cnn(-c4ccc(C)c(C)c4)c3C3CCN(C(=O)OC(C)(C)C)CC3)C2)cc1 (stereo not given) | 13µM* | -10% | 10µM*
72 | CC(=O)C1=CCC(c2cccc(Cl)c2)N(S(=O)(=O)c2ccc(C)cc2)C1 (stereo not given) | 10µM* | . | 15µM*

Record cards, from the list above. Order of values: DT40 TDP1 no CPT, KAT2A inh, TDP1 cell CPT
`CON/C=C(\C=Nc1ccc(Cl)cc1Cl)c1ncc(C(F)(F)F)cc1Cl` as listed: -12%, -18%, 0%
`O=C1CCCN1Cc1ccccc1` as listed: -7%, 2%, 0%

Continuation.
cpd | SMILES | DT40 TDP1 no CPT | KAT2A inh | TDP1 cell CPT
73 | COc1ccccc1CNc1ncnc2c1nc1n2CCCC1 | 8.2µM* | -5% | ?
74 | CCN(CC)C(=O)C1=C(C)N(Cc2ccccc2)C(=O)C(CC(=O)NC2CCCC2)C1 (stereo not given) | -19% | . | -14%
75 | Fc1ccccc1-c1nc(-c2ccncc2)no1 | -22% | 3% | ?
76 | C[C@@H]1CN([C@H](C)CO)C(=O)c2cc(NC(=O)Nc3ccc(C(F)(F)F)cc3)ccc2O[C@H]1CN(C)Cc1ccc(Cl)c(Cl)c1 | 21µM* | -9% | ?
77 | O=C(Cn1nc(C(=O)O)c2ccccc2c1=O)NCC1CCCO1 (stereo not given) | 0% | -24% | -12%
78 | Cc1cccc(/C=N/Nc2cc(N3CCOCC3)nc(N3CCOCC3)n2)c1 | 16µM* | -11% | 3.3µM*
79 | Cc1ccc(OCC(=O)N/N=C\c2ccc(C)o2)c([N+](=O)[O-])c1 | ? | -1% | ?
80 | CC(=O)c1ccc(OCCCCOc2ccc(C(C)=O)cc2)cc1 | -25% | -18% | -22%
81 | Clc1ccc(/C=N/c2c(-c3ccco3)nc3ccccn23)cc1 | ? | -3% | ?
82 | COc1ccc(C2=NS(=O)(=O)N(C)C(C(=O)NC(C)c3ccccc3)=C2)cc1 (stereo not given) | ? | -21%&-14% | ?
83 | COc1ccc(CN2C(=O)CS(=O)CC2=O)cc1OC | -2% | -7% | 2%
84 | CNC(=S)N(Cc1cccs1)Cc1cc2cc(OC)c(OC)cc2[nH]c1=O | 18µM* | 2% | ?
85 | CCNC(=S)NNC(=O)c1csc2ccccc12 | -13% | -8% | -14%
86 | CCC(C)NC(=O)c1sc2nc(C)c(C(=O)Nc3ccc(C)cc3C)c(-c3ccccc3Cl)c2c1N (stereo not given) | ? | -12% | 15µM*
87 | Cc1ccc2[nH]c(=O)c(CN(CCCN3CCOCC3)Cc3nnnn3C3CCCC3)cc2c1 | -18% | 1% | ?

3 entries out of the list, ordered by count of non-hydrogen atoms, rising.
cpd | SMILES | DT40 TDP1 no CPT | KAT2A inh | TDP1 cell CPT
75 | Fc1ccccc1-c1nc(-c2ccncc2)no1 | -22% | 3% | ?
79 | Cc1ccc(OCC(=O)N/N=C\c2ccc(C)o2)c([N+](=O)[O-])c1 | ? | -1% | ?
84 | CNC(=S)N(Cc1cccs1)Cc1cc2cc(OC)c(OC)cc2[nH]c1=O | 18µM* | 2% | ?
